Screening data from PubChem BioAssay.
TRPC4 potent – allosteric potentiators of mouse TRPC4 channel; AID 2227; B-score at 10 µM; Q9QUQ5; HEK293 TRPC4beta/mu-opioid, DAMGO EC20, Fluo-4 Ca2+ flux; hits give high values; 0.42% of 310,000 active;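 active = B-score of calcium response area above 5 SD of library B-scores, with initial fluorescence ratio within 5 SD of library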;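 note: B-score of integrated fluorescence ratio over time as area under calcium response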
TRPC4 act – activators of mouse TRPC4 channel; Q9QUQ5; HEK293 TRPC4beta/mu-opioid, Fluo4 calcium fluorescence; hits give high values; B-score at 10 µM; 0.49% of 310,000 active;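 active = B-score above 5 SD of library B-scores, and initial fluorescence ratio not above library mean plus 5 SD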;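 note: positive B-score marks a calcium rise read as TRPC4 activation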
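Technique: kinetic Fluo4 calcium fluorescence; Test system: TRPC4beta and mu-opioid receptor HEK293 stable cells; Measure: B-scored integrated calcium fluorescence ratio; Benchmarks: low control buffer alone, high control maximal DAMGO; Schedule: 45 min room-temperature Fluo4 loading, 110 s read.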
DYRK1A inh – Dyrk1A (rat) kinase inhibition; AID 504441; 0.43% of 310,000 active; inhibition, % at 12.5 µM; ADP-Glo luminescence, NFATc1 peptide; in the data active = inhibition above about 50%;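 note: plate controls were vehicle with enzyme for no effect and no enzyme for full effect; many of its hits are not listed in these tables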
KCNQ1 block – human KCNQ1 channel inhibition. B-score at 10 µM. CHO-K1 KCNQ1, FluxOR thallium flux fluorescence; hits give high values. P51787. 1.3% of 310,000 active;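 active = compounds whose thallium flux B-score, printed positive for inhibition, exceeds three library SD while starting fluorescence stays within three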;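 note: channel opened by potassium depolarization with thallium stimulus after 20 min compound exposure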
Target sequence (P51787 whole entry, looked up): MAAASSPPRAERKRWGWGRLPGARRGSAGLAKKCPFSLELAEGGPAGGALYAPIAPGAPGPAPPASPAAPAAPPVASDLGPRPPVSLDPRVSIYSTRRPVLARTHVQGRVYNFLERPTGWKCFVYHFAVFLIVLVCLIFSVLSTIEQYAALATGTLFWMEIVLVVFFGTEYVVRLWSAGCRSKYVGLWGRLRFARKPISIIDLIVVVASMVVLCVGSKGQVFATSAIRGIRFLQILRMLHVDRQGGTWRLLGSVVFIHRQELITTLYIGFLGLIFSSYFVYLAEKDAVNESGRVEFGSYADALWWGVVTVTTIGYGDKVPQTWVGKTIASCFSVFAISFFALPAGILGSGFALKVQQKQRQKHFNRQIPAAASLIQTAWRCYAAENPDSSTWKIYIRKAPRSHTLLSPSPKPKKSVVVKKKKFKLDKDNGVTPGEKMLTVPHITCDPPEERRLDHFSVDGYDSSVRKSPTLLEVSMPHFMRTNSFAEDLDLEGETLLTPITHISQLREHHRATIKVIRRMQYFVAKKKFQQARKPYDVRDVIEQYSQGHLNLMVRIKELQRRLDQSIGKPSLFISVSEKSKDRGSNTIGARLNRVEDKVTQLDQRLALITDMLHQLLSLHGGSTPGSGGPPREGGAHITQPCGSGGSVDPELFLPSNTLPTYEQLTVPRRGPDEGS
KCNK9 block – inhibitors of human KCNK9 two-pore domain potassium channel; 1.2% of 310,000 active; Q9NPC2; HEK293 KCNK9, FluxOR thallium flux fluorescence; hits give low values; B-score at 10 µM;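 active = ratio B-score over 3 SD below the library mean, with starting fluorescence within 5 SD of its mean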;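 note: negative B-score means less thallium flux so channel inhibition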
Target sequence (Q9NPC2 whole entry, looked up, the tested form may be a part): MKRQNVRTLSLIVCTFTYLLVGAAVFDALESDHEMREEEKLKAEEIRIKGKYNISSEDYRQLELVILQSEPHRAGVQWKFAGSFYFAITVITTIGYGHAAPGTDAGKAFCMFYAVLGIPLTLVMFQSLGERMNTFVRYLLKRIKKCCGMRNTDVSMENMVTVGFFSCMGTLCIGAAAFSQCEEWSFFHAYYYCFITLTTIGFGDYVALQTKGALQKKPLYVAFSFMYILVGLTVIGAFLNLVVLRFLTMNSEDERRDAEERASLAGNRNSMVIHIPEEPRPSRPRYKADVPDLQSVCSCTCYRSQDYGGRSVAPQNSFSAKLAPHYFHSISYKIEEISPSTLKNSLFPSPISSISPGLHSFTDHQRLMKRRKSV
hERG rescue – shields human hERG channel from block by proarrhythmic agents; activation (rescue from dofetilide block), less the hit threshold, % at 10 µM; 0.51% of 310,000 active; CHO-hERG, FluxOR thallium flux, dofetilide IC70 present;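 active = activation above the mean of controls blocked by dofetilide plus 5 SD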;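 note: thallium influx through hERG after potassium depolarization seen as dye fluorescence rise; in these data hits start at about 4.7%; inactives centre near -7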
PolyA inh – yeast polyadenylation inhibition | S. cerevisiae SKY197-pL101 polyadenylation reporter, beta-gal luminescence; efflux-impaired pdr1/pdr3 knockout yeast; score 100 = 6 SD above DMSO | calls only at 12 µM | 0.02% of 300,000 active;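 active = lowest replicate activity score at least 50, where 100 means six control SD above control mean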;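 note: yeast exposed to compound for 9 h at 30 °C; higher score means more reporter readthrough which indicates perturbed polyadenylation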
KCNQ1 act – potentiators or activators of human KCNQ1 potassium channel | 0.35% of 310,000 active | CHO-K1 KCNQ1, thallium flux FluxOR fluorescence; hits give high values | P51787 | B-score at 10 µM;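 active = fluorescence ratio B-score, a plate-corrected score, at least three library SD, with initial intensity B-score within 5 SD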
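assay system = KCNQ1-transfected CHO-K1 cells | medium = assay buffer with matched DMSO | probe or stimulus = depolarizing K+/Tl+ stimulus, K2SO4 and Tl2SO4 each 12.5 mM in 5x stock | dosing = single dose | incubation = dye 90 min, compound 20 min, room temperature | detection = kinetic FluxOR fluorescence, 10 s baseline plus 110 s post-stimulus | evaluation = ratio B score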
TRPC4 inh – TRPC4 (mouse) channel inhibition. Q9QUQ5. HEK293 TRPC4beta/mu-opioid, DAMGO-evoked Fluo4 calcium flux; hits give low values. B-score at 10 µM. 0.39% of 300,000 active;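 active = B-score over 3 SD under the library average, no early fluorescence shift, positive overall ratio signal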
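Assay system: TRPC4beta/mu-opioid receptor HEK293 cell line; compound dosing: single concentration per test compound; detection: Fluo4 Ca2+ flux fluorescence; evaluation: per-well B score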
Platelet DG rel – platelet dense granule release activity; 0.22% of 300,000 active; inhibition, %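 (compounds screened at 7.5 µM in platelet-rich plasma)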; human platelet-rich plasma, SFLLRN dense granule ATP release, luminescence;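 active = mean replicate score, as percent of positive control, at or above 50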
KCNK3 block – human KCNK3 channel inhibition, primary screen; O14649; CHO-KCNK3 thallium flux, FluxOR fluorescence; hits give low values; B-score at 10 µM; 0.84% of 340,000 active;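 active = B-score under library mean minus 4 SD, starting fluorescence ratio at most library mean plus 5 SD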;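 note: more negative B-score means stronger inhibition of thallium flux through KCNK3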
* hit, by the source's call. Not all compounds are listed. The share of hits here may be higher or lower than overall.

How did Cc1ccc(C)c(NC(=O)C2CCC(C)(C(=O)O)C2(C)C)c1 (configuration not stated) do in these assays?
TRPC4 potent: inactive; TRPC4 act: inactive; DYRK1A inh: -2; KCNQ1 block: inactive; KCNK9 block: inactive; hERG rescue: -8; PolyA inh: inactive; KCNQ1 act: inactive; TRPC4 inh: inactive; Platelet DG rel: 2; KCNK3 block: inactive

What do the screens show for `CSC1=N/C(=C\c2cccc(F)c2)C(=O)S1`?
TRPC4 potent: inactive; TRPC4 act: inactive; DYRK1A inh: -4; KCNQ1 block: inactive; KCNK9 block: inactive; hERG rescue: -3; PolyA inh: inactive; KCNQ1 act: inactive; TRPC4 inh: inactive; Platelet DG rel: 1; KCNK3 block: inactive

Results for CC(=O)c1ccc(S(=O)(=O)N(C)C(C)CCc2ccco2)cc1 (configuration not stated) ?
TRPC4 potent: inactive; TRPC4 act: inactive; DYRK1A inh: 1; KCNQ1 block: inactive; KCNK9 block: inactive; hERG rescue: -2; PolyA inh: inactive; KCNQ1 act: inactive; TRPC4 inh: inactive; Platelet DG rel: -1; KCNK3 block: inactive

What do the screens show for `CC(C)Sc1nc(-c2ccccc2)cc(=O)[nH]1`?
TRPC4 potent: inactive; TRPC4 act: inactive; DYRK1A inh: 10; KCNQ1 block: inactive; KCNK9 block: inactive; hERG rescue: -21; PolyA inh: inactive; KCNQ1 act: inactive; TRPC4 inh: inactive; Platelet DG rel: 3; KCNK3 block: inactive

How did Cc1cccc(NC(=O)CSCc2nc3c(nnn3Cc3ccc(F)cc3)c(=O)[nH]2)c1C do in these assays?
TRPC4 potent: inactive; TRPC4 act: inactive; DYRK1A inh: 4; KCNQ1 block: inactive; KCNK9 block: inactive; hERG rescue: -12; PolyA inh: inactive; KCNQ1 act: inactive; TRPC4 inh: inactive; Platelet DG rel: 2; KCNK3 block: inactive

How did COc1ccccc1-c1c(C)oc2c(CN3CCN(CCO)CC3)c(O)ccc2c1=O do in these assays?
TRPC4 potent: inactive; TRPC4 act: inactive; DYRK1A inh: -3; KCNQ1 block: inactive; KCNK9 block: inactive; hERG rescue: -11; PolyA inh: inactive; KCNQ1 act: inactive; TRPC4 inh: inactive; Platelet DG rel: -1; KCNK3 block: -20*

How did CCc1nc(SCC(=O)NCCc2ccccc2)c2c(=O)n(C)c(=O)n(C)c2n1 do in these assays?
TRPC4 potent: inactive; TRPC4 act: inactive; DYRK1A inh: 4; KCNQ1 block: inactive; KCNK9 block: inactive; hERG rescue: -5; PolyA inh: inactive; KCNQ1 act: inactive; TRPC4 inh: inactive; Platelet DG rel: -3; KCNK3 block: inactive

Results for COC(=O)c1ccc(/C=N/N2CCN(Cc3ccc(C)cc3C)CC2)cc1 ?
TRPC4 potent: 16*; TRPC4 act: inactive; DYRK1A inh: -2; KCNQ1 block: inactive; KCNK9 block: inactive; hERG rescue: -12; PolyA inh: inactive; KCNQ1 act: inactive; TRPC4 inh: inactive; Platelet DG rel: -13; KCNK3 block: inactive

How did O=C(CCC(=O)N1CCN(Cc2ccccc2)CC1)Nc1nnc(C2CCCCC2)s1 do in these assays?
TRPC4 potent: inactive; TRPC4 act: inactive; DYRK1A inh: -1; KCNQ1 block: inactive; KCNK9 block: inactive; hERG rescue: -8; PolyA inh: inactive; KCNQ1 act: inactive; TRPC4 inh: inactive; Platelet DG rel: -7; KCNK3 block: inactive

What do the screens show for `O=c1cc(CO)oc(C(Nc2cccc(C(F)(F)F)c2)c2ccccn2)c1O` (configuration not stated)?
TRPC4 potent: inactive; TRPC4 act: inactive; DYRK1A inh: -13; KCNQ1 block: inactive; KCNK9 block: inactive; hERG rescue: -9; PolyA inh: inactive; KCNQ1 act: inactive; TRPC4 inh: inactive; Platelet DG rel: -11; KCNK3 block: inactive

Results for CCCCNC(=O)c1ccc(NC(=O)C2CCCO2)cc1 (configuration not stated) ?
TRPC4 potent: inactive; TRPC4 act: inactive; DYRK1A inh: 0; KCNQ1 block: inactive; KCNK9 block: inactive; hERG rescue: 40*; PolyA inh: inactive; KCNQ1 act: inactive; TRPC4 inh: inactive; Platelet DG rel: 19; KCNK3 block: inactive

What do the screens show for `CC1=C(C(=O)c2ccccc2)C(c2ccc(O)cc2)NC(=S)N1` (configuration not stated)?
TRPC4 potent: inactive; TRPC4 act: inactive; DYRK1A inh: -10; KCNQ1 block: inactive; KCNK9 block: inactive; hERG rescue: -2; PolyA inh: inactive; KCNQ1 act: inactive; TRPC4 inh: inactive; Platelet DG rel: 4; KCNK3 block: inactive

What do the screens show for `C=CCN1N=C(c2ccc(Cl)s2)CSC1=O`?
TRPC4 potent: inactive; TRPC4 act: inactive; DYRK1A inh: -8; KCNQ1 block: inactive; KCNK9 block: inactive; hERG rescue: -6; PolyA inh: inactive; KCNQ1 act: inactive; TRPC4 inh: inactive; Platelet DG rel: 1; KCNK3 block: inactive

How did COc1ccc(CC(=O)Nc2cccc(S(=O)(=O)N3CCCCCC3)c2)cc1OC do in these assays?
TRPC4 potent: inactive; TRPC4 act: inactive; DYRK1A inh: -9; KCNQ1 block: inactive; KCNK9 block: inactive; hERG rescue: -22; PolyA inh: inactive; KCNQ1 act: inactive; TRPC4 inh: inactive; Platelet DG rel: -8; KCNK3 block: inactive

What do the screens show for `O=C(CN1CCc2cc3c(cc2C1)OCCCO3)Nc1c(F)cccc1F`?
TRPC4 potent: inactive; TRPC4 act: inactive; DYRK1A inh: -3; KCNQ1 block: inactive; KCNK9 block: inactive; hERG rescue: -8; PolyA inh: inactive; KCNQ1 act: inactive; TRPC4 inh: inactive; Platelet DG rel: -8; KCNK3 block: inactive

How did CCCc1c(O)c2ccccc2[nH]c1=O do in these assays?
TRPC4 potent: inactive; TRPC4 act: inactive; DYRK1A inh: 1; KCNQ1 block: inactive; KCNK9 block: inactive; hERG rescue: -10; PolyA inh: inactive; KCNQ1 act: inactive; TRPC4 inh: inactive; Platelet DG rel: 7; KCNK3 block: inactive

How did Cn1c(Cn2nnc3ccccc32)nnc1SCC(N)=O do in these assays?
TRPC4 potent: inactive; TRPC4 act: inactive; DYRK1A inh: 1; KCNQ1 block: inactive; KCNK9 block: inactive; hERG rescue: -10; PolyA inh: inactive; KCNQ1 act: inactive; TRPC4 inh: inactive; Platelet DG rel: 3; KCNK3 block: inactive

How did COc1ccc(C2/C(=C(/O)c3ccc(C)cc3)C(=O)C(=O)N2CCCN2CCOCC2)cc1 (configuration not stated) do in these assays?
TRPC4 potent: inactive; TRPC4 act: inactive; DYRK1A inh: 1; KCNQ1 block: inactive; KCNK9 block: inactive; hERG rescue: 0; PolyA inh: inactive; KCNQ1 act: inactive; TRPC4 inh: inactive; Platelet DG rel: -3; KCNK3 block: inactive

Results for Cc1ccsc1/C=N/N1CCN(Cc2ccccc2)CC1 ?
TRPC4 potent: inactive; TRPC4 act: inactive; DYRK1A inh: 7; KCNQ1 block: inactive; KCNK9 block: inactive; hERG rescue: -8; PolyA inh: inactive; KCNQ1 act: inactive; TRPC4 inh: inactive; Platelet DG rel: 8; KCNK3 block: inactive

How did CC1CCCC(NC(=O)C2CCC(CNc3c(N4CCCCC4)c(=O)c3=O)CC2)C1C (configuration not stated) do in these assays?
TRPC4 potent: inactive; TRPC4 act: inactive; DYRK1A inh: 0; KCNQ1 block: inactive; KCNK9 block: inactive; hERG rescue: -3; PolyA inh: inactive; KCNQ1 act: inactive; TRPC4 inh: inactive; Platelet DG rel: -6; KCNK3 block: inactive

How did CC1(C)CC2(C)OCCN2C(=S)N1 (configuration not stated) do in these assays?
TRPC4 potent: inactive; TRPC4 act: inactive; DYRK1A inh: 5; KCNQ1 block: inactive; KCNK9 block: inactive; hERG rescue: 0; PolyA inh: inactive; KCNQ1 act: inactive; TRPC4 inh: inactive; Platelet DG rel: -1; KCNK3 block: inactive

What do the screens show for `O=C(COc1ccccc1)Nc1ccc(CN2CCCCC2)cc1`?
TRPC4 potent: inactive; TRPC4 act: inactive; DYRK1A inh: -7; KCNQ1 block: inactive; KCNK9 block: inactive; hERG rescue: 1; PolyA inh: inactive; KCNQ1 act: inactive; TRPC4 inh: inactive; Platelet DG rel: 22; KCNK3 block: inactive

Results for Cc1cc(OC(=O)c2c(C)cc(OC(=O)c3c(C)cc(O)cc3O)cc2O)cc(O)c1C(=O)O ?
TRPC4 potent: inactive; TRPC4 act: inactive; DYRK1A inh: 22; KCNQ1 block: inactive; KCNK9 block: inactive; hERG rescue: -8; PolyA inh: inactive; KCNQ1 act: inactive; TRPC4 inh: inactive; Platelet DG rel: 0; KCNK3 block: inactive

How did CCOC(=O)N1CCN(C(=O)c2ccc(CS(=O)(=O)c3ccccc3OC)o2)CC1 do in these assays?
TRPC4 potent: inactive; TRPC4 act: inactive; DYRK1A inh: -6; KCNQ1 block: inactive; KCNK9 block: inactive; hERG rescue: -17; PolyA inh: inactive; KCNQ1 act: inactive; TRPC4 inh: inactive; Platelet DG rel: 9; KCNK3 block: inactive

What do the screens show for `Cc1cc(C(=O)CSc2nnc(N)s2)c(C)n1CCc1ccc(F)cc1`?
TRPC4 potent: inactive; TRPC4 act: inactive; DYRK1A inh: 2; KCNQ1 block: inactive; KCNK9 block: inactive; hERG rescue: -13; PolyA inh: inactive; KCNQ1 act: inactive; TRPC4 inh: inactive; Platelet DG rel: -3; KCNK3 block: inactive

What do the screens show for `CN(c1ccc(C(=O)NCc2cccnc2)cc1)S(=O)(=O)c1ccc(Cl)cc1`?
TRPC4 potent: inactive; TRPC4 act: inactive; DYRK1A inh: 1; KCNQ1 block: inactive; KCNK9 block: inactive; hERG rescue: -9; PolyA inh: inactive; KCNQ1 act: inactive; TRPC4 inh: inactive; Platelet DG rel: 6; KCNK3 block: inactive

A draw from above in order of molar mass, highest first.
How did O=C(CCC(=O)N1CCN(Cc2ccccc2)CC1)Nc1nnc(C2CCCCC2)s1 do in these assays?
TRPC4 potent: inactive; TRPC4 act: inactive; DYRK1A inh: -1; KCNQ1 block: inactive; KCNK9 block: inactive; hERG rescue: -8; PolyA inh: inactive; KCNQ1 act: inactive; TRPC4 inh: inactive; Platelet DG rel: -7; KCNK3 block: inactive

What do the screens show for `O=C(CN1CCc2cc3c(cc2C1)OCCCO3)Nc1c(F)cccc1F`?
TRPC4 potent: inactive; TRPC4 act: inactive; DYRK1A inh: -3; KCNQ1 block: inactive; KCNK9 block: inactive; hERG rescue: -8; PolyA inh: inactive; KCNQ1 act: inactive; TRPC4 inh: inactive; Platelet DG rel: -8; KCNK3 block: inactive

How did Cn1c(Cn2nnc3ccccc32)nnc1SCC(N)=O do in these assays?
TRPC4 potent: inactive; TRPC4 act: inactive; DYRK1A inh: 1; KCNQ1 block: inactive; KCNK9 block: inactive; hERG rescue: -10; PolyA inh: inactive; KCNQ1 act: inactive; TRPC4 inh: inactive; Platelet DG rel: 3; KCNK3 block: inactive
